Screens: PubChem, National Center for Advancing Translational Sciences (NCATS)
mIDH1 inhibitor = blocks human mutant IDH1 R132H enzyme | O75874 | IDH1-R132H enzyme, NADPH consumption, diaphorase/resazurin fluorescence | Potency, µM (highest dose often 76.6 µM), without a hit: at the highest dose activity change, negative = inhibition, hits mostly inhibitors | 390,000 compounds, 0.093% hits; also: potency is read from the fitted curve at half-maximal effect; % is scaled to controls: 0 for no effect and ±100 for the full control effect; nearly all actives have a fitted effect of over 65% in size
Target sequence (O75874 whole entry R132H, stated change not applied): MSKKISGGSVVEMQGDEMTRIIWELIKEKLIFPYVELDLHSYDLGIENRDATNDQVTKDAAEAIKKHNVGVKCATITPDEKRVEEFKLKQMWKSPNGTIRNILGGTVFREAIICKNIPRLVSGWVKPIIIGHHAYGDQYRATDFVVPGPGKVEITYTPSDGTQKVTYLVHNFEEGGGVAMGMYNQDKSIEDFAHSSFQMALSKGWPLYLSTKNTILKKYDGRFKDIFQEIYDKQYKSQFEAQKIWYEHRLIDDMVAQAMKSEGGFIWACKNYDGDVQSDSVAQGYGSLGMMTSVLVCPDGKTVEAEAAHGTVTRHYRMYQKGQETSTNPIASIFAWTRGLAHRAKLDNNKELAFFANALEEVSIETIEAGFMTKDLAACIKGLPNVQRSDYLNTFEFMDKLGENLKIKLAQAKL
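IDH1-R132H (0.5 ug/mL) preincubated 30 min with compound, then NADPH (0.016 mM) and alpha-KG (2 mM) added; 80 min at RT, pH 7.5. Remaining NADPH coupled via diaphorase/resazurin to fluorescence (540/590 nm); concentration-response curves normalized to no-enzyme control.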
D2 antagonist = antagonizes the human D2 dopamine receptor. inhibition, % at 10 µM. 340,000 compounds, 2% hits. HEK293 TREx D2 cells, calcium flux, dopamine EC80; in the data active = inhibition above about 30%; also: 0% is about no effect
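HEK293 T-REx D2 cells, tet-induced, calcium dye no-wash. Cpd pintool add, 180 s kinetic, then EC80 DA, 180 s kinetic. Ca flux read.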
PI4K2A inh = PI4K2A (human) kinase inhibition | activity change, negative = inhibition, % at 76.9 µM | purified PI4K2A, ADP-Glo luminescence, 1 h; hits give low values | 420,000 compounds, 0.13% hits; in the data active = activity change below about -50%; inconclusive = mostly about -30% to -49%;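 also: -100% = wells without enzyme as full effect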
Target sequence (Q9BTU6 whole entry, looked up): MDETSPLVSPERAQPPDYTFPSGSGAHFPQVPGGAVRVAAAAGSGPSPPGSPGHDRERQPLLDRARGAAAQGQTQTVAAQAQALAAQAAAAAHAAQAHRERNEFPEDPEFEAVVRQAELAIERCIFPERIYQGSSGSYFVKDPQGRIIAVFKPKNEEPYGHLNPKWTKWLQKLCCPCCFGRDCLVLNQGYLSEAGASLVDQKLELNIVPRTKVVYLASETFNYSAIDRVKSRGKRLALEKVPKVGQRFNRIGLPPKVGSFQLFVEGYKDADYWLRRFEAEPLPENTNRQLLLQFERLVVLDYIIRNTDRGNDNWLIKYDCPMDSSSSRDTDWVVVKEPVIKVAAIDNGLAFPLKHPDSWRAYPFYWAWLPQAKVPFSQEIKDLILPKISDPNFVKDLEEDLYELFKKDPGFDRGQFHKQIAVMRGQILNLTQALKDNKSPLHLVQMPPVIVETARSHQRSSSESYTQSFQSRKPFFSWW
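PI4K2A activity was measured by ADP-Glo luminescence: enzyme (4 ug/mL stock) and phosphatidylinositol (1.2 mM stock) in Tris pH 7.5/MgCl2/EGTA/Triton X-100 buffer were reacted with ATP (300 microM stock) for one hour at ambient temperature.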
TrxR1 substrate = substrates of rat thioredoxin reductase 1. O89049. Potency, µM (doses to about 114 µM), inactives show at the highest dose activity change, negative = substrate turnover. 390,000 compounds, 0.01% hits. purified TrxR1 substrate turnover, NADPH consumption readout. AID 588456; also: potency is read from the fitted curve at half-maximal effect; % is scaled to controls: 0 for no effect and ±100 for the full control effect; nearly all actives have a fitted effect of over 50% in size
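Rat TrxR1, dispensed at 90 nM, was prereduced with 400 uM NADPH (final) for 5 min at ~22 deg C, then incubated with compound 15 min before 400 uM selenite. A first-read NADPH fluorescence drop versus no-compound background flagged substrates.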
D2 ag = agonists of human D2 dopamine receptor; P14416; HEK293 T-REx D2 cells, calcium flux agonist mode; activation, % at 2 µM; 340,000 compounds, 0.53% hits;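 active = activation over 3 SD above normal in the single-dose calcium agonist read, cut at about 30% in these data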; also: 0% is about no effect
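In this primary screen, compounds producing a positive calcium signal within 180 s of addition to tetracycline-induced, force-coupled HEK293 Trex D2 cells are flagged; cells are dye-loaded with a no-wash calcium kit beforehand.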
rTrxR1 inhibitor = inhibitors of rat thioredoxin reductase 1 | 390,000 compounds, 1% hits | Potency, µM (titrated, usually from 114 µM), for the others: at the highest dose activity change, negative = inhibition, most hits filed as inhibitors | recombinant rTrxR1, NADPH fluorescence consumption, selenite substrate; also: potency is read from the fitted curve at half-maximal effect; % is scaled to controls: 0 for no effect and ±100 for the full control effect; nearly all actives have a fitted effect of over 65% in size
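Rat TrxR1 (90 nM in the dispensed reagent) was pre-reduced with 400 uM NADPH for 5 min at room temperature, then incubated with compound for 15 min. After 400 uM selenite was added, NADPH fluorescence (Ex 340/Em 450 nm) was followed for 8 min.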
USP1 inh = blocks the human USP1/UAF1 deubiquitinase complex. O94782. recombinant USP1/UAF1, Ub-Rhodamine cleavage fluorescence. Potency, µM (top dose mostly 57.1 µM), inactives show at the highest dose activity change, negative = inhibition, most hits filed as inhibitors. 390,000 compounds, 0.23% hits. AID 743255; also: potency is read from the fitted curve at half-maximal effect; % is scaled to controls: 0 for no effect and ±100 for the full control effect; nearly all actives have a fitted effect of over 60% in size; inactives centre near -12
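1 nM enzyme complex + cpd, 15 min RT; start with Ub-Rho 150nM final; kinetic fluorescence ex 480/em 540, 6 reads q60 s. Buffer 50mM HEPES pH 7.8, 0.5mM EDTA, 0.1 mg/ml BSA, 1mM TCEP, 0.01% Tween-20.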
TRHR PAM = allosteric enhancers of human TRH receptor; P34981; TRHR cells, fluo-8 calcium fluorescence, EC20 TRH enhancement; enhancement, % at 2 µM; 360,000 compounds, 0.66% hits; in the data active = enhancement above about 30%; also: 0% is about no effect
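Enhancer read-out: after compound pinning and an initial kinetic agonist-mode read, an EC20 of TRH (10 nM final) was injected and fluo-8 calcium signal (Ex 480/Em 530) followed at 1 s/cycle for 100 cycles in TRHR-expressing cells.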
TRHR agonist = TRH receptor (human) agonism; P34981; TRHR cells, calcium flux fluo-8, FDSS agonist mode; activation, % at 2 µM; 360,000 compounds, 0.18% hits; in the data active = activation above about 30%; also: 0% is about no effect
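In this calcium-flux screen, cells bearing human TRHR are dye-loaded with fluo-8, baselined for 10 cycles, then exposed to library compounds; positive kinetic calcium responses during the agonist phase mark hits, with TRH as control.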
* = called active by the depositor; ? = inconclusive; / = not tested or not shown; [ ] = another dose, or the depositor's remark. Unless noted, calls follow the shape of the dose curve; as a rule, active = well fitted inhibition curve with a large enough effect; inconclusive = small, poorly fitted or top-dose-only effect; inactive = no such curve, though single readings can be large or run the other way. This is a random part of the collection. Share with any hit: about 3.9%.

SMILES | mIDH1 inhibitor | D2 antagonist | PI4K2A inh | TrxR1 substrate | D2 ag | rTrxR1 inhibitor | USP1 inh | TRHR PAM | TRHR agonist
CCOc1cc(C(=S)N2CCC(O)CC2)ccc1OS(=O)(=O)c1ccc(Br)cc1 | 4% | -4 | 1 | 4% | -0.2 | 19% | -22% | -3 | 0.4
Cc1nc(C)c(C(=O)NCc2ccccc2Cl)o1 | 11% | -12 | 1 | 4% | 0.0 | 8% | -18% | 2 | 0.6
Cc1cc(C)c(S(=O)(=O)N(C)Cc2cnn(C)c2)c(C)c1 | 2% | 5 | 3 | 18%[57.1 µM] | -0.4 | 25%[57.1 µM] | -17% | 2 | 0.2
Cc1ccc(C(=O)Nn2c(C)nc3ccccc3c2=O)cc1C | 4% | / | 4 | 6% | / | 13% | -17% | -3 | 0.6
CC(C)(CSc1nncn1/N=C/c1ccco1)NS(=O)(=O)c1ccc(Cl)cc1 | 2% | 9 | 4 | -5% | 0.4 | -8% | -12% | 0 | 0.1
Cc1c(Cl)cccc1NC(=O)CSc1ncc2c(n1)-c1ccccc1N(C)S2(=O)=O | -15% | / | -5 | 11%[57.1 µM] | -0.3 | 15%[57.1 µM] | -23% | -5 | 0.0
Cc1nn(CCC#N)c2[nH]c(=O)cc(C(F)(F)F)c12 | -8% | -1 | 2 | 4% | 6.6 | -3% | -16% | -10 | 0.4
COc1ccc(/C=N/NC(=O)c2ccc(OC)c(OC)c2)cc1COc1c(F)c(F)c(F)c(F)c1F | -5% | 8 | -21 | -1% | 0.2 | 6% | -10% | -6 | 0.7
CCOc1ccc(NC(=O)CN2CCN(CC(=O)Nc3ccc(Cl)c(C(F)(F)F)c3)CC2)cc1 | 4% | / | 6 | -5%[57.1 µM] | / | 17%[57.1 µM] | -15% | 36* | 1.2
Cc1sc2ncnc(N3CCC(C(=O)NNC(=O)COc4ccc(Br)cc4)CC3)c2c1C | 0% | -9 | 1 | -2%[57.1 µM] | 0.1 | 11%[57.1 µM] | -8% | -14 | 0.1
CCC(Oc1ccccc1)C(=O)Nc1cc(Cl)ccc1-n1cncn1 (centres undefined) | 2% | 6 | -5 | -3% | -0.5 | 19% | -12% | 17 | -0.3
CCOC(=O)CSc1nc2c(c(=O)n1-c1ccc(OCC)cc1)SCC2 | 1% | -1 | -3 | 9%[57.1 µM] | -0.2 | 15%[57.1 µM] | -4% | -5 | -0.1
CN(C)C(=O)N(CCCN1CCOCC1)Cc1cccc2ccccc12 | 6% | 2 | 1 | -18%[57.1 µM] | -1.5 | 16%[57.1 µM] | -5% | -7 | -0.1
CC1CCCCC1NC(=O)CCS(=O)(=O)c1cccc2nonc12 (centres undefined) | 0% | 17 | -2 | 5% | -0.3 | ? | -20% | -4 | 0.1
COc1ccc(N(CC(=O)Nc2cccc(N(C)S(C)(=O)=O)c2)S(=O)(=O)c2ccc(C)cc2)cc1 | 5% | / | 4 | 7% | / | 27% | -18% | -5 | 1.4
CCn1nc(C)c(/C=N/NC(=O)Cn2cncn2)c1C | 3% | 10 | -9 | 8%[57.1 µM] | -0.3 | 26%[57.1 µM] | 0% | 15 | -0.5
COC(=O)CSc1nc(NCc2ccccc2)nc(N(C)C)n1 | -12% | 4 | 1 | 2% | 0.5 | 18% | -29% | 11 | 0.1
CCOCC(=O)Nc1cc(Cl)ccc1C | 4% | -16 | -1 | 9% | 1.4 | 19%[11.4 µM] | ? | 4 | 0.0
COc1ccc(NC(=O)[C@H]2O[C@@H]3OC(C)(C)O[C@@H]3[C@H]3OC(C)(C)O[C@H]32)c(OC)c1 | -28% | / | 15 | -3% | -0.3 | 9% | ? | -1 | 0.1
CCc1nnc(NC(=O)CSc2nnc(CNc3cccc(Cl)c3)n2CC)s1 | 0% | 6 | 7 | 5%[57.1 µM] | 0.1 | -1%[57.1 µM] | -24% | 8 | 0.0
O=C(NCCS(=O)(=O)N1CCN(c2ccccc2F)CC1)c1ccc(Br)cc1 | 6% | 5 | -4 | -7%[57.1 µM] | 0.2 | 29%[57.1 µM] | -18% | -3 | 0.0
CCc1ccc(C(C)NC(=O)c2cc(C)oc2C)cc1 (centres undefined) | 4% | -8 | -7 | -3% | 0.0 | 20µM* | -5% | -1 | -0.2
O=S(=O)(NCC(c1ccco1)N1CCN(c2ccccc2F)CC1)c1ccccc1 (centres undefined) | -2% | -5 | -4 | -15% | 0.1 | -11% | -14% | 2 | -1.0
COc1ccc(C(=O)Cn2nnc(-c3cccs3)n2)cc1 | 1% | 0 | -2 | 2% | 0.2 | -28% | -14% | -3 | 0.3
Nc1n[nH]c(N)c1N=Nc1cccc(F)c1 | 5% | -12 | 4 | -10% | -4.9 | -14% | -9% | 9 | -0.1
Continuation.
SMILES | mIDH1 inhibitor | D2 antagonist | PI4K2A inh | TrxR1 substrate | D2 ag | rTrxR1 inhibitor | USP1 inh | TRHR PAM | TRHR agonist
O=C(Nc1ccccc1Oc1cccnc1)C1CCCN(C/C=C/c2ccc(F)cc2)C1 (centres undefined) | -1% | -9 | -3 | 1% | -0.4 | 7% | -21% | 1 | -0.8
O=C(/C=C/c1ccccc1)Nn1cnnc1 | 5% | 4 | 1 | 2% | -0.5 | 5% | -26% | 8 | 0.1
CC(C)CC(=O)N1CCN(S(=O)(=O)c2ccc(C3CCCCC3)cc2)CC1 | -3% | -3 | 4 | -1% | 0.4 | 22% | -7% | 1 | 0.9
Cc1cccc(C)c1NC(=O)Cn1nnc(-c2ccc(CN3CCC(C)CC3)cc2)n1 | 8% | 1 | 2 | 15%[57.1 µM] | 0.1 | 22%[57.1 µM] | -14% | 1 | 0.6
COc1ccccc1C(=O)OCCc1ccccc1 | -3% | / | -8 | -13% | / | -10% | 0% | / | /
COc1ccc2c(CC(=O)NCC3CCC(C(=O)O)CC3)cc(=O)oc2c1 (centres undefined) | 1% | 14 | -5 | 353%[activator] | 0.5 | -21% | -14% | 5 | 0.1
CC1(C)C(=O)C2(C(=O)NCc3ccccc3)CCC1C2 (centres undefined) | 7% | / | -2 | -3% | / | -5% | -20% | 0 | 0.1
CC(NC(=O)NCCCC(=O)O)(C(F)(F)F)C(F)(F)F | -7% | -2 | -1 | 12%[57.1 µM] | 0.4 | 3%[57.1 µM] | 2% | 11 | 0.8
O=C(O)/C=C/C(=O)NNC(=O)c1ccc(Cl)cc1Cl | 7% | 1 | -3 | 7%[57.1 µM] | 1.3 | 23%[57.1 µM] | 0% | 10 | 1.0
O=C(N/N=C/c1cc2ccccc2nc1Cl)/C(=C/c1cccs1)NC(=O)c1ccccc1 | -2% | -9 | 2 | 2% | 0.0 | -9% | -6% | 1 | -0.1
CCOc1ccc2nc(Cl)c(C3CC(c4ccccc4)=NN3C(=O)CCC(=O)O)cc2c1 (centres undefined) | ? | / | 0 | 7% | 0.1 | 10% | ? | -1 | 0.2
Cc1ccc2nc(C)c(C(=O)NN=C3CCN(C)CC3)n2c1 | 0% | -2 | -13 | 5%[57.1 µM] | -0.2 | 14%[57.1 µM] | -2% | 0 | 0.3
CCOC(=O)c1c(NC(C)=O)sc2c(OCC(O)CN(CC)CC)c(Br)ccc12 (centres undefined) | 3% | 6 | 3 | 11%[57.1 µM] | 0.2 | 10%[57.1 µM] | -18% | 0 | -0.2
O=C(Nc1nc(-c2cc(F)ccc2F)cs1)c1cccc(N2C(=O)CCC2=O)c1 | 8% | -18 | 1 | 7%[57.1 µM] | -1.0 | 1% | -5% | -14 | 0.4
O=C(CSc1nc2[nH]ncc2c(=O)[nH]1)c1ccccc1 | -3% | -2 | -4 | 9%[57.1 µM] | -0.3 | 3%[57.1 µM] | 4% | 0 | -0.4
O=C(Nc1ccc(Cl)cc1)c1ccc2snnc2c1 | 4% | -19 | -4 | 6%[57.1 µM] | 0.0 | 17%[57.1 µM] | -18% | -1 | 1.3
COc1cccc(NC(=O)COC(=O)c2cccnc2)c1 | 3% | 21 | -2 | 4% | -0.1 | 2% | -20% | 5 | -0.6
Cc1ccc(-c2csc(NCCn3c(-c4ccncc4)nc4cc(C(F)(F)F)ccc43)n2)cc1 | -12% | / | -6 | -3% | / | 14% | -22% | / | /
CN(C)CCSc1nc2cc(S(=O)(=O)N3CCCCC3)ccc2o1 | -1% | / | 2 | 4% | / | 27% | -19% | / | /
CC(/C=C/c1ccc2c(c1)OCO2)=N\NC(=O)COc1ccccc1C | -3% | -5 | 1 | 14% | -1.2 | 30% | -18% | -1 | -0.2
CC(=O)Nc1ccc(C(=O)NNS(=O)(=O)c2ccc(C)cc2)cc1 | -19% | -13 | 3 | 3%[57.1 µM] | 0.3 | 7%[57.1 µM] | -14% | -2 | 0.6
CSc1ccc(CN2CCN(CCC(C)C)C(CCO)C2)cc1 (centres undefined) | -8% | 29 | 4 | 8% | -0.6 | 12% | -21% | -8 | -0.2
COC(=O)[C@@]12CCCN1[C@H](c1ccc(-c3ccc(C(C)=O)cc3)c(OC)c1)[C@H]1C(=O)N(C)C(=O)[C@H]12 | 3% | -4 | -1 | 4% | 0.4 | -7% | -18% | 9 | -0.1
CCN(c1ccc(NC(=O)COC(=O)c2ccc(C)s2)cc1)C(C)C | 6% | 11 | 0 | -10% | 0.2 | 18% | -7% | 5 | -0.5
COc1cc(/C=N/NC(=O)C(=O)NCc2cccnc2)ccc1O | 5% | 6 | 0 | -12% | -1.3 | 4% | -13% | 4 | -0.9

Single records (already shown). Values in the order: mIDH1 inhibitor | D2 antagonist | PI4K2A inh | TrxR1 substrate | D2 ag | rTrxR1 inhibitor | USP1 inh | TRHR PAM | TRHR agonist
O=C(CSc1nc2[nH]ncc2c(=O)[nH]1)c1ccccc1 in the list: -3% | -2 | -4 | 9%[57.1 µM] | -0.3 | 3%[57.1 µM] | 4% | 0 | -0.4
CN(C)CCSc1nc2cc(S(=O)(=O)N3CCCCC3)ccc2o1 in the list: -1% | / | 2 | 4% | / | 27% | -19% | / | /
